# tuberculosis growth = growth inhibition of non-replicating M. tuberculosis (AID 488890) | Mycobacterium tuberculosis non-replicating, growth inhibition; higher % means a stronger effect | inhibition, % at 25 µM, or IC50 in µM where a hit was titrated | 320,000 compounds, 0.39% hits; in the data active = a potency from the dose series; inconclusive = inhibition mostly from about 82% at the one dose, without a potency; inactive = the rest, 99 in 100 with inhibition below about 76%;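 also: plate controls were DMSO cells for no effect and high antibiotic wells for full effect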
# VEEV TC-83 Vero = inhibitors of VEEV TC-83 cytopathic effect, confirmation, Vero cells (AID 588727); Vero cells, VEEV TC-83 cytopathic effect inhibition; higher % means a stronger effect; inhibition, % at 20 µM, or IC50 in µM where a hit was titrated; 350,000 compounds, 0.13% hits; in the data active = a potency from the dose series; inconclusive = inhibition mostly from about 14% at the one dose, without a potency; inactive = the rest, 99 in 100 with inhibition below about 12%; also: strong numbers were not always called active
# PhoP GFP inhibition = Inhibition of PhoP regulon, Salmonella typhi GFP reporter cells, confirmation, 4 h (AID 1850); Salmonella Typhi PhoP-promoter GFP reporter, fluorescence, 4 h; higher % means a stronger effect; 310,000 compounds, 0.33% hits; inhibition, % at 50 µM, or IC50 in µM where a hit was titrated; in the data active = a potency from the dose series; inconclusive = inhibition mostly from about 25% at the one dose, without a potency; inactive = the rest, 99 in 100 with inhibition below about 19%;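 also: 0% = induced wells with vehicle and 100% = uninduced wells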
# influenza NS1A = NS1A inhibition, H1N1 influenza, cell based functional assay (AID 504329). NS1A functional cell-based assay, percent inhibition; higher % means a stronger effect. inhibition, % at 12.5 µM; hits with a dose series show IC50 in µM. 340,000 compounds, 0.3% hits; in the data active = a potency from the dose series; inconclusive = inhibition above about 27% without an active follow-up result; also: strong numbers were not always called active
# H37Rv inhibition = M. tuberculosis growth inhibition, HTS (AID 449762); M. tuberculosis H37Rv growth inhibition, 7H9 media; higher % means a stronger effect; inhibition, % at 25 µM; hits with a dose series show IC50 in µM; 330,000 compounds, 0.59% hits; in the data active = a potency from the dose series; inconclusive = inhibition above about 70% without an active follow-up result;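 also: bacterial growth assessed after seven days of incubation; strong numbers were not always called active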
# VEEV TC-83 Vero 10K pilot screen = also measured in VEEV TC-83 Vero; calls as there; inhibition, %; measured here: 10K pilot screen inhibition
# Numbers without * were called inactive; i = inactive; ? = inconclusive; . = not tested or not shown.
SMILES,tuberculosis growth,VEEV TC-83 Vero,PhoP GFP inhibition,influenza NS1A,H37Rv inhibition,others
O=C(COc1cc2oc(=O)c3c(c2cc1Cl)CCC3)NCCN1CCOCC1,-8%,i,-14%,10%,10%,
O=C(COc1ccccc1)NC(=S)Nc1cccc2cc(O)ccc12,-1%,4.0%,-10%,-2%,-1%,
Cc1ccc(C(=O)N2[C@@H]3CN(C)C(=O)[C@@]2(C)[C@H]2C(=O)N(Cc4ccccc4)C(=O)[C@@H]32)cc1,.,1.6%,.,-15%,.,
C/C(=N/Oc1nc(C)cc(C)n1)c1ccc(Cl)cc1Cl,11%,i,-12%,-1%,3%,
C[C@H](NC(=O)c1nc[nH]c1C(=O)N[C@@H](Cc1ccccc1)C(=O)OC(C)(C)C)C(=O)OC(C)(C)C,65%,5.7%,-8%,-14%,3%,
CCN(CC)S(=O)(=O)c1ccc(NC(=O)CSc2ncnc3ccccc23)cc1,4%,9.3%,-6%,-8%,-18%,
O=C(CN(C(=O)CSc1nnc(COc2ccccc2)o1)c1ccc(F)cc1)NC1CCCCC1,-4%,i,-8%,4%,-6%,
COc1ccc(C2=NOC(C(=O)NCc3cccnc3)C2)cc1OC (stereo not given),-14%,1.4%,-5%,-3%,-3%,
O=[N+]([O-])c1cc(/C=N\Nc2nc(-c3ccccc3)cs2)ccc1O,63%,7.1%,-5%,12%,?,
Cc1ccc(NC(=O)c2ccccc2NS(=O)(=O)c2ccc(Cl)s2)cc1S(=O)(=O)N1CCOCC1,-1%,0.4%,-6%,-6%,-2%,
CCN(CC)C(=O)CN1C(=O)COCC1=O,3%,0.0%,-16%,0%,-9%,
CC#CC(=O)N1CCC(Oc2cccc(C(=O)NCc3ccccn3)c2)CC1,-8%,2.3%,5%,0%,-7%,
CCn1c(SCC(=O)NC)nnc1C(C)C,-11%,0.1%,4%,-1%,-1%,
N#Cc1nc(Cc2ccccc2)oc1NCc1ccccc1Cl,33%,6.9%,4%,-3%,10%,
O=C(NNC(=S)NCc1ccco1)c1ccc(S(=O)(=O)N2CCOCC2)cc1,1%,2.0%,-15%,-2%,-6%,
Cc1ccc2nc(-c3ccccc3)c(CN3CCSCC3)n2c1,76%,0.4%,-5%,4%,0%,
CCOC(=O)c1c(C)[nH]c(C(=O)COC(=O)[C@H](C)NC(=O)c2ccccc2Cl)c1C,47%,0.5%,-13%,5%,-8%,
CC(C)c1ccccc1OCCNS(C)(=O)=O,20%,0.8%,-5%,-11%,-4%,
CCc1cc(C(=O)NNC(=S)NC2CCCCC2)cs1,15%,2.7%,10%,-12%,10%,
NC(=O)C(=O)NCCCN1CCOCC1,2%,1.2%,1%,-10%,5%,
COc1ccc2c(C(=O)c3ccc(C)cc3)n(Cc3ccc(C(N)=O)cc3)[n+]([O-])c2c1,1%,2.5%,-6%,11%,1%,
CN1CCc2c(C#N)c(N3CCOCC3)nc(NCC3CCCO3)c2C1 (stereo not given),-8%,1.4%,0%,.,7%,
O=C(CCc1nc(-c2ccccc2)no1)NC1CCCCC1,72%,2.1%,-4%,-2%,-11%,VEEV TC-83 Vero 10K pilot screen=0.5
O=C1c2ccccc2C(=O)N1CCCCNc1ccccc1,.,0.6%,.,-1%,.,
CCOC(=O)C1CCCN(C(=O)c2ccc(C)c([N+](=O)[O-])c2)C1 (stereo not given),1%,2.2%,0%,1%,-9%,
C=CC[C@@H](CC(=O)N[C@@H](CO)Cc1ccccc1)C(=O)N[C@H](COC(=O)[C@H](CC=C)CC(=O)OC(C)(C)C)Cc1ccccc1,16%,1.9%,.,-2%,17%,
C=CCN1C(=O)C2(C(C#N)=C(N)Oc3n[nH]c(CCC)c32)c2ccccc21 (stereo not given),27%,2.4%,1%,20%,3%,VEEV TC-83 Vero 10K pilot screen=0.7
O=S(=O)(Nc1cccc(-c2nc3cccnc3s2)c1)c1ccc2c(c1)OCCO2,36%,7.8%,-1%,-4%,-2%,
CC(C)(C)c1ccc(C(=O)N2CCN(C(=O)c3ccco3)CC2)cc1,10%,5.7%,2%,-7%,-1%,
COc1cc(C)c(CN2CC=C(c3ccc(F)cc3)CC2)cc1C,38%,2.2%,-1%,-8%,-4%,
CCNC(=O)c1ccc2c(c1)S(=O)(=O)c1ccccc1C2=O,8%,i,-8%,5%,12%,
O=C(COc1ccc2ccccc2c1)N1CCN(C(=O)c2ccc([N+](=O)[O-])cc2)CC1,15%,i,-3%,8%,27%,
Cc1cc(C)c(C#N)c(Oc2ccccc2Br)n1,69%,0.4%,-3%,-8%,4%,
Cc1[nH]c2ccccc2c1C(=O)Cn1c(=O)oc2ccccc21,19%,i,4%,18%,0%,
CCN(CC)c1ccc(CNc2nnnn2C)cc1,-9%,i,-7%,1%,-1%,
CCOC(=O)C(C(=O)N1CCOCC1)C1CCCCC1 (stereo not given),-1%,i,-3%,-7%,2%,VEEV TC-83 Vero 10K pilot screen=0.7
CCC(=O)N1N=C(c2cccs2)CC1c1ccco1 (stereo not given),-15%,0.5%,5%,-3%,-1%,
Cn1c(=O)c2sccc2n2c(CCCC(=O)NCCc3ccccc3)nnc12,-7%,2.2%,-9%,4%,4%,
CCN(CCn1cccn1)Cc1nc(-c2ccc(C(=O)OC)cc2)no1,22%,0.6%,0%,.,24%,
COc1ccc(C(=O)NC(=S)Nc2ccc3c4c(cccc24)CC3)cc1OC,6%,i,0%,-11%,-3%,
CC(=O)Nc1sc(C)c(C)c1C(=O)OCC(=O)N(CCC#N)c1cc(C)cc(C)c1,.,11%,.,-8%,.,
Cc1nc(N)sc1C(=O)OCC(C)C,25%,i,11%,2%,47%,
Clc1ccc(SCc2cc(-c3ccccc3)no2)cc1,76%,0.6%,10%,-29%,-7%,
COC(=O)c1c(-c2ccc3ccccc3c2)csc1NC(=O)Cc1ccc(OC)c(OC)c1,10%,8.8%,2%,-11%,7%,
O=C(Cc1c(F)cccc1Cl)N/N=C/c1cccs1,-7%,3.5%,-10%,-3%,-3%,
Cc1cc(C(=O)N2CCN(c3ncccn3)CC2)c(C)o1,9%,i,-1%,-2%,5%,
Cc1nn(Cc2ccc(Cl)cc2)c(C)c1NC(=O)Cn1nc([N+](=O)[O-])c(Cl)c1C,-6%,i,-3%,-4%,-5%,
O=C1CS/C(=N/N=C/c2cccs2)N1,34%,0.6%,0%,-10%,4%,
COc1cc(C(=O)NCCOc2cc(C)ccc2C(C)C)cc(OC)c1OC,15%,i,-4%,-5%,2%,
COc1ccc(CN2CCN(C(=O)CCC(=O)Nc3nnc(C(F)(F)F)s3)CC2)cc1F,4%,1.0%,13%,3%,17%,
COC(=O)c1ccc(COc2ccc3c(c2)CCC3)o1,73%,0.9%,4%,-1%,0%,
O=C(Cn1nc(-c2ccccc2)ccc1=O)Nc1ccc(-n2cnnn2)cc1,5%,0.3%,1%,12%,2%,
CC(Oc1ccc2c3c(c(=O)oc2c1)CCC3)C(=O)NCc1cccnc1 (stereo not given),4%,0.3%,3%,4%,8%,
Cn1nc(/C=C/c2ccccc2)ccc1=O,-8%,0.6%,4%,9%,-2%,
CC1CC(=O)Nc2ccccc2N1C(=O)COc1cc(Cl)ccc1Cl (stereo not given),4%,1.8%,.,7%,-4%,
COc1ccc(C(=O)NCC(=O)OCC(=O)N2CC(C)OC(C)C2)cc1OC (stereo not given),-5%,3.5%,.,-18%,-10%,
CCC(C(=O)N1CCCC1)n1nc(C)c2c(C)n(-c3ccccc3)nc2c1=O (stereo not given),-4%,i,-6%,1%,-4%,
Cc1cc(Nc2ccc(Cl)cc2)n2ncnc2n1,13%,i,-3%,-7%,0%,
COc1ccccc1C(=O)Nc1c2c(nn1-c1cccc(C)c1C)CS(=O)(=O)C2,2%,1.3%,-10%,25%,-6%,VEEV TC-83 Vero 10K pilot screen=1.0
CC(=O)Nc1cccc(NC(=O)c2cc(-c3ccccn3)nc3ccc(Cl)cc23)c1,-5%,4.5%,-3%,-14%,5%,
# Later entries
SMILES,tuberculosis growth,VEEV TC-83 Vero,PhoP GFP inhibition,influenza NS1A,H37Rv inhibition,others
CCO/C([O-])=N/c1sn[n+](C)c1C,11%,0.1%,0%,.,9%,
COc1cc(CCC(=O)OCC(=O)Nc2ccc(F)c(F)c2F)cc(OC)c1OC,25%,0.2%,-2%,5%,-5%,
O=C(Nc1ccc(S(=O)(=O)N2CCCC2)cc1)C1COc2ccccc2O1 (stereo not given),28%,0.7%,0%,-2%,0%,
COc1ccc(/C=N/n2cnc3scc(-c4cccs4)c3c2=O)cc1OC,3%,5.1%,-11%,1%,4%,
CC(Sc1ccc(Cl)cc1)C(=O)NNC(=O)c1ccncc1 (stereo not given),53%,0.2%,.,-7%,?,
COC(=O)CCP(=O)(O)Cc1ccccc1CP(=O)(O)CCC(=O)OC,6%,1.5%,-5%,-9%,1%,
O=C(O)CN1C(=O)c2ccc(Oc3ccc([N+](=O)[O-])cc3)cc2C1=O,-10%,0.1%,-4%,-4%,5%,
CC1CCCN(C(=O)c2cccc(S(=O)(=O)N3CCCC3)c2)C1 (stereo not given),-4%,0.2%,.,-3%,3%,
COc1cccc(-c2nn(-c3ccccc3)cc2C(=O)Nc2nccs2)c1,-5%,i,-1%,0%,?,VEEV TC-83 Vero 10K pilot screen=7.3
CC1CN(S(=O)(=O)c2cccc(C(=O)NCCCn3ccnc3)c2)CC(C)O1 (stereo not given),-2%,1.6%,8%,-7%,-14%,
Cc1ccc(-c2cccc(CN3CCN(C(C)C)C(CCO)C3)c2)o1 (stereo not given),23%,i,-4%,-3%,10%,
Cn1cnnc1SCC(=O)c1ccc2c(c1)OCCO2,-8%,1.6%,-2%,23%,-3%,
Cc1ccc(S(=O)(=O)N[C@@H](CC(C)C)C(=O)N2CCC(C(=O)N[C@@H](Cc3ccccc3)C(=O)O)CC2)cc1,-28%,0.7%,-15%,6%,-3%,
CC(C)[C@H](NC(=O)[C@H]1N2C(=O)c3ccccc3C2SC1(C)C)C(=O)NCc1ccco1 (stereo not given in full),6%,0.8%,-4%,-2%,-6%,
O=C(NCc1cccnc1)c1ccc([N+](=O)[O-])o1,63%,?,-6%,0%,?,

# A section from the list above, for reference:
SMILES,tuberculosis growth,VEEV TC-83 Vero,PhoP GFP inhibition,influenza NS1A,H37Rv inhibition,others
CCO/C([O-])=N/c1sn[n+](C)c1C,11%,0.1%,0%,.,9%,
COc1cc(CCC(=O)OCC(=O)Nc2ccc(F)c(F)c2F)cc(OC)c1OC,25%,0.2%,-2%,5%,-5%,
O=C(Nc1ccc(S(=O)(=O)N2CCCC2)cc1)C1COc2ccccc2O1 (stereo not given),28%,0.7%,0%,-2%,0%,
COc1ccc(/C=N/n2cnc3scc(-c4cccs4)c3c2=O)cc1OC,3%,5.1%,-11%,1%,4%,
CC(Sc1ccc(Cl)cc1)C(=O)NNC(=O)c1ccncc1 (stereo not given),53%,0.2%,.,-7%,?,

# Further entries:
SMILES,tuberculosis growth,VEEV TC-83 Vero,PhoP GFP inhibition,influenza NS1A,H37Rv inhibition,others
CCC(=O)N1CCN(c2ccccc2NC(=O)COc2cccc(C)c2C)CC1,9%,5.8%,-6%,-11%,0%,
CCOC(=O)N1CCN(C(=O)c2cn(C)c3ccc(S(=O)(=O)N(CC)CC)cc3c2=O)CC1,-18%,0.2%,-5%,4%,-11%,
COC(=O)c1cccc(NS(=O)(=O)c2cccs2)c1C,-5%,i,0%,1%,2%,
CCn1c(SCC(=O)Nc2cccc(F)c2)nnc1-c1cc2cc(Br)ccc2o1,14%,0.3%,8%,-2%,15%,
Cc1nn(Cc2ccc(C(=O)NC(C)(C)C)o2)c(C)c1Br,23%,i,-13%,-6%,2%,
O=C(CCNC(=O)c1ccco1)NCCc1c[nH]c2ccccc12,47%,3.8%,.,5%,-5%,
COc1ccc(-n2c(=O)c3ccccc3c3ccccc3c2=O)c(OC)c1,70%,1.2%,1%,-7%,-5%,
O=C(Cn1nc(-c2ccccc2)ccc1=O)Nc1ccc(N2CCN(C(=O)c3cccs3)CC2)cc1,-13%,5.8%,2%,9%,?,
Cn1nccc1C(=O)N1CCc2ccccc21,-22%,5.0%,10%,3%,0%,
N#Cc1nc(COc2ccccc2Cl)oc1NCc1ccco1,57%,i,-4%,11%,5%,
COc1ccccc1CNC(=O)C1CCN(S(=O)(=O)c2ccc3nc4c(c(C(=O)O)c3c2)CCCC4)CC1,-6%,0.6%,-3%,-6%,2%,
COc1ccc(N(CC(=O)NCc2ccc(Cl)cc2)S(=O)(=O)c2c(C)noc2C)cc1,-4%,0.1%,-16%,6%,4%,

# Screening results deposited in PubChem by Southern Research Specialized Biocontainment Screening Center.

# The order is random, and some 1.5% of all compounds hit somewhere here.
